# GALK inh: qHTS Assay for Inhibitors of Human Galactokinase (GALK); Purified GALK, Kinase-Glo residual ATP luminescence; AID 1868, 2009; P51570; actives 0.007% (n = 270,000); Potency, µM (highest dose often 57.5 µM), inactives show top-dose activity change, negative = inhibition, usual class: inhibitors; also: potency is read from the fitted curve at half-maximal effect; % is scaled to controls: 0 for no effect and ±100 for the full control effect
#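 Luminescence from leftover ATP (Ultra-Glo luciferase/luciferin) served as read-out after a 1 h room-temperature reaction of 5 nM GALK with 35 uM ATP and 100 uM galactose.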
# AT treatment: qHTS Assay for Identifying a Potential Treatment of Ataxia-Telangiectasia | actives 0.19% (n = 320,000) | […] A-T fibroblasts, KAP-1 phosphorylation AlphaLISA; neocarzinostatin DNA damage 30 min before lysis | AID 485349, 2010 | Potency, µM (doses to about 57.5 µM), without a hit: at the highest dose activation, usual class: activators; also: potency is read from the fitted curve at half-maximal effect; % of control where 0% means no effect; nearly all actives have a fitted effect of over 45% in size
#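 ATM-like activity read as KAP-1 phosphorylation via AlphaLISA donor/acceptor antibody pairs after lysis and 6 hr at 25C. Cells were ATM-null patient fibroblasts ([…], hTERT), dosed 60 min, then exposed to the DSB inducer NCS for 30 min.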
# TCR act: Activators of T cell receptors: qHTS campaign; primary human leukocytes, anti-CD3, IL-2 HTRF, 48 h; Potency, µM (doses to about 9.22 µM), for the others: at the top dose activation of IL-2 secretion, actives largely listed as activators; 330,000 tested, under 10 active; AID 504894, 2011; also: % of control where 0% means no effect
#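 Primary human leukocytes receive a-CD3 beads and test compound and are incubated 48 hr. Secreted IL-2 is then assayed by HTRF, measuring 665nm acceptor emission after 320nm excitation of the europium donor.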
# MLL CXXC-DNA inh: qHTS Fluorescence Polarization Assay for Inhibitors of MLL CXXC domain - DNA interaction. MLL-CXXC / FITC-HOXA9 DNA fluorescence polarization. Potency, µM (series often up to 115 µM), inactives show at the highest dose activity change, negative = inhibition, most hits filed as inhibitors. Histone-lysine N-methyltransferase 2A (Homo sapiens), Q03164. actives 0.037% (n = 290,000); active = well fitted inhibition curve with a large enough effect in the polarisation, with a control signal flat, not every such curve was filed as active; inconclusive = small, poorly fitted or top-dose-only effect, or effect the other way, or a change in a side signal; inactive = no such curve, though single readings can be large or run the other way; the % refers to the polarisation; also: potency is read from the fitted curve at half-maximal effect
#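 Steps: dispense CXXC domain solution (7 uM) → pin compounds or unlabeled HOX-A9 DNA control → 5 min ambient → add FLSN-HOX-A9 solution (50 nM) → spin → 30 min ambient → fluorescence polarization. Tris pH 7.5/NaCl/DTT/BSA buffer.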
# Tb PFK block: qHTS Assay to Find Inhibitors of T. brucei phosphofructokinase | ATP-dependent 6-phosphofructokinase (Trypanosoma brucei brucei), O15648 | T. brucei PFK, ADP-Glo luminescence | Potency, µM (highest dose often 57.5 µM), without a hit: at the highest dose activity, negative = inhibition, usual class: inhibitors | actives 0.17% (n = 330,000) | AID 485367, 2010;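 also: potency is read from the fitted curve at half-maximal effect; 0% = uninhibited 1x PFK enzyme wells and -100% = no-enzyme wells; nearly all actives have a fitted effect of over 60% in size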
#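 ADP-Glo luminescence quantified ADP after 45 min at room temperature, with 1.25 nM T. brucei PFK, 0.1 mM ATP and 0.5 mM fructose-6-phosphate in pH 8.0 TEA buffer. qHTS titrations up to 57 µM; curves classified by quality.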
# TSHR antag: Antagonists of the Thyroid Stimulating Hormone Receptor: HTS campaign. activity change, negative = inhibition, % at 11.5 µM. actives 0.2% (n = 330,000). TSHR-expressing cells, TSH-stimulated cAMP HTRF, 2 h; active compounds read low. Thyrotropin receptor (Homo sapiens), P16473;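 active = activity change below a set negative limit, meaning inhibition stronger than a set level, cut at about -70% in these data; inconclusive = activity change between two set negative limits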; also: % is scaled to controls: 0 for no effect and ±100 for the full control effect
#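 TSHR-expressing cells, 200/well, pre-treated with compound, then stimulated with EC80 TSH (4nM final) for 2 hours at 37 deg C. cAMP measured by competitive HTRF: anti-cAMP cryptate antibody in lysis buffer plus cAMP-d2, read after 30 minutes at room temperature.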
# KCNH2 WT inh: qHTS for Inhibitors of KCHN2 3.1: Wildtype qHTS; Voltage-gated inwardly rectifying potassium channel KCNH2 (Homo sapiens), Q12809; U2OS, BacMam KCNH2, thallium flux FluxOr; active compounds read low; activity change, % at 1.84 µM; actives 0.37% (n = 340,000); AID 720551, 2013;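 active = maximum activity change below -70%; inconclusive = maximum activity change between -70% and -50%; inactive = maximum activity change above -50%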; also: % is scaled to controls: 0 for no effect and ±100 for the full control effect
# Target sequence (Q12809 whole entry, looked up): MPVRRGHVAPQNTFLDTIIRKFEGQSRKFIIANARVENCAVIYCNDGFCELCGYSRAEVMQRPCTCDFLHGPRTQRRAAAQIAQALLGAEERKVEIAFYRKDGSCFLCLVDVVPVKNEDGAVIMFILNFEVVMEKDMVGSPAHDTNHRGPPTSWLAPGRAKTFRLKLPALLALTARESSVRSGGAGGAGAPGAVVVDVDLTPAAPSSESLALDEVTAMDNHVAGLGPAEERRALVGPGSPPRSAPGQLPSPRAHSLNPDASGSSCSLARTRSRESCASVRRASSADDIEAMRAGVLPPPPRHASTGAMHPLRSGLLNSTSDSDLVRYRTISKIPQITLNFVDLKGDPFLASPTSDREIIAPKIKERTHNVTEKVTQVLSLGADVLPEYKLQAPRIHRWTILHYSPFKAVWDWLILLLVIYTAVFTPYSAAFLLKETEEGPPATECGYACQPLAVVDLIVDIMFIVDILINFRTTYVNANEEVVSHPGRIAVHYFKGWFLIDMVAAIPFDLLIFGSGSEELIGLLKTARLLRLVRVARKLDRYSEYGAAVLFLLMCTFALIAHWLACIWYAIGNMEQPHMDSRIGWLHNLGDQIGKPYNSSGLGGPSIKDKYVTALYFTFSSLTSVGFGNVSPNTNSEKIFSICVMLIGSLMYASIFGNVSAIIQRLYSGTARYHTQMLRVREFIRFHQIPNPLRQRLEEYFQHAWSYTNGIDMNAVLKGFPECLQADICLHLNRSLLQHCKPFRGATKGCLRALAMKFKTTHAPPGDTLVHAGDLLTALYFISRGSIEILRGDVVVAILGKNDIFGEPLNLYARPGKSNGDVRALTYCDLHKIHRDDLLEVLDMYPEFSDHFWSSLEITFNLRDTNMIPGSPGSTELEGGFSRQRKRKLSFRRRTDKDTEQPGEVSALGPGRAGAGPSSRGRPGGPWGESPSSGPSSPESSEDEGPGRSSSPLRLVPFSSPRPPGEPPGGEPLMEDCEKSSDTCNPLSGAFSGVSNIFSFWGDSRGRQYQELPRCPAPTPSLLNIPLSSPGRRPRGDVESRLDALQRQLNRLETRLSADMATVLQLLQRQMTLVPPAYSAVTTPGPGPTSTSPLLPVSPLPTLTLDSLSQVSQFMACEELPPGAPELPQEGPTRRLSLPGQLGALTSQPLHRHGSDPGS
#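 U2OS cells were transduced with wild-type KCNH2 virus (2.03 x 10^8 / mL) for 4 h at room temperature, then cultured overnight at 37 C. Thallium flux was read with FluxOr dye. Rate constants were normalized to DMSO controls.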
# Giardia kill: Small Molecules that selectively kill Giardia lamblia: qHTS | Giardia lamblia trophozoite viability | activity change, % at 7.66 µM, hits read low | actives 0.15% (n = 340,000) | AID 540267, 2011; in the data active = activity change below about -80%; inconclusive = between about -30% and that limit;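 also: parasites exposed to compound for two days anaerobically before the ATP read; % is scaled to controls: 0 for no effect and ±100 for the full control effect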
#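 Anaerobic 48 hrs incubation at 37 deg C of 100 trophozoites/well with test compounds; ATPLite 1-Step luminescence, 15-30 min RT, reports cellular ATP as viability.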
# Chronic BCR inh: qHTS Assay to Find Inhibitors of Chronic Active B-Cell Receptor Signaling. ABC-DLBCL IkBa-CBG/CBR reporter, luminescence ratio, 4 h. Potency, µM (highest dose often 46.1 µM), for inactives: at the top dose ratio change, negative = lower green/red ratio, actives largely listed as inhibitors. actives 0.05% (n = 340,000); active = well fitted inhibition curve with a large enough effect in the signal ratio, with a control signal flat, not every such curve was filed as active; inconclusive = small, poorly fitted or top-dose-only effect, or effect the other way, or a change in a side signal; the % refers to the signal ratio;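 also: potency is read from the fitted curve at half-maximal effect; plate controls were basal doxycycline-induced cells for no effect and cells given 10 µM MG132 for full effect; MG132 reads +100%, hits lower the ratio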
#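 Concentration-response series (up to 46 uM) were applied to TMD8 dual-reporter cells for 4 h at 37C with doxycycline. Green/red ratio, after filter-overlap correction, defined %Activity; red signal alone was normalised to basal cells and zero luminescence.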
# FBPA coupling cs: qHTS Assay for Inhibitors of Fructose-1,6-bisphosphate Aldolase from Giardia Lamblia: Coupling assay counterscreen; coupling enzyme system counterscreen, AmpLite Red fluorescence; activity change, negative = inhibition, % at 58.2 µM, hits read low; actives 0.67% (n = 290,000); AID 2472, 2010; in the data active = activity change below about -30%; also: % is scaled to controls: 0 for no effect and ±100 for the full control effect
#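 First, compound is pin-transferred into glyceraldehyde-3-phosphate coupling-enzyme reagent at 57.5 uM final and held 10 min at RT. Next, substrate, coupling system and AmpLite Red are added. After 20 min RT, fluorescence (525/598 nm) is read.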
# Numbers without * were called inactive; ? = inconclusive; / = not tested or not shown; & = joins results of further samples; [ ] = dose if it differs, or a comment. Unless noted, calls follow the shape of the dose curve; as a rule, active = well fitted curve in the direction sought with a large enough effect; inconclusive = small, poorly fitted or top-dose-only effect, or another doubt; inactive = no such curve, though single readings can be large; an effect the other way counts as inactive or inconclusive.
# Order of values: AT treatment	Giardia kill	KCNH2 WT inh	FBPA coupling cs	TCR act	TSHR antag	MLL CXXC-DNA inh	Chronic BCR inh	GALK inh	Tb PFK block
COCCNC(=O)c1ccccc1NC(=O)CCSc1ccccc1
 : 2%	15	-8	-1	2%	0	-7%	?	7%	-7%
O=C(c1ccco1)N1CCN(c2ncnc3c2[nH]c2ccc(Cl)cc23)CC1
 : 9%	/	/	3	/	-3	-2%	?	/	1%
CCCCn1c(N)c(N(CCOC)C(=O)C2CC(=O)N(c3ccc(CC)cc3)C2)c(=O)[nH]c1=O (stereo not given)
 : 3%	-13	-9	/	0%	-3	/	1%	/	-2%
O=C(NC(Nc1nc2ccc([N+](=O)[O-])cc2s1)(C(F)(F)F)C(F)(F)F)c1ccccc1Cl
 : 17%	1	-7	4	5%	-83*	11%	?	-3%	-1%
CCCCCC(=O)N/N=C/c1ccco1
 : -8%	-23	0	1	3%	19	3%	?	1%	4%
Cc1nc(-c2cccc(C(F)(F)F)c2)sc1C(=O)O
 : -1%	-24	-11	11	4%	-12	7%	?	1%	11%
CCOC(=O)N1CCN(C(=O)c2ccc3oc(CCCc4ccccc4)nc3c2)CC1
 : 6%	17	0	/	-1%	7	33%	-9%	5%	-11%
CCOc1ccc(Oc2ccccc2NS(=O)(=O)c2ccc(CCC(=O)O)cc2)cc1
 : 6%	-2	-2	/	9%	-9	/	2%	/	-13%
CCCNC(=S)N1CCN(c2nc(-c3cccc(OC)c3)cs2)CC1
 : 1%	-14	-8	1	/	-11	15%	-6%	-4%	2%
CCc1nnc(NS(=O)(=O)c2ccc(NC(=O)c3cccc(OC)c3)cc2)s1
 : -4%	-3	-9	6	3%	1	0%	2%	7%	2%
COc1ccccc1-c1nc2n(n1)C(c1ccccc1Cl)C(C(N)=O)=C(C)N2 (stereo not given)
 : ?	-13	-6	3	-4%	0	2%	?	1%	1%
CCCC/C=C1\CCc2c([nH]c3ccccc23)C1=O
 : 7%	19	-11	-6	5%	5	-12%	?	1%	-4%
Cn1c2ccc(F)cc2c2ncn(CC3CCCO3)c(=O)c21 (stereo not given)
 : -4%	2	8	-1	4%	-8	-4%	1%	8%	-3%
CCCc1c2ccccc2nc2ccccc12
 : 2%	1	0	-1	4%[46.1 µM]	-12	-6%	?	/	-1%
CCc1ccc(-c2ccc3nnc(SCC(N)=O)n3n2)cc1
 : -2%	-21	-15	0	-3%	4	6%	1%	0%	3%
CCCCSCCCNC(=O)c1cn(C)c2ccc(S(=O)(=O)N3CCCC3)cc2c1=O
 : 3%	9	-7	/	8%	-4	3%	3%	-2%	1%
COc1cccc(NC(=O)Cc2nnc(SCC(=O)NC3CCCC3)n2C)c1
 : 1%	-4	-16	-2	0%	7	6%	-1%	9%	-11%
Cc1ccc(S(=O)(=O)N2CCN(CC(=O)NCC3(N4CCOCC4)CCCCC3)CC2)cc1
 : -2%	-6	4	/	-7%	-16	/	1%	/	-8%
Cc1cc(C(=O)CSc2n[nH]c(N)n2)c(C)n1-c1ccc2c(c1)OCO2
 : 2%	7	0	0	10%	12	7%	1%	1%	1%
CC(Sc1nc2ccccc2n1C)C(=O)Nc1ccc(N2CCOCC2)cc1 (stereo not given)
 : -3%	-19	-3	1	5%	3	-11%	-17%	-3%	-4%
Cn1c(=O)c2c(nc(NCc3cccnc3)n2Cc2ccccc2Cl)n(C)c1=O
 : -6%	-11	1	4	-3%	3	6%	0%	3%	-8%
COC(=O)c1ccc(C(=O)N2CCCC(Nc3ccc(F)c(F)c3)C2)cc1 (stereo not given)
 : 12%	11	-16	2	4%	13	-1%	?	3%	-1%
N#C/C(=C\C=C\c1ccccc1[N+](=O)[O-])c1nc(-c2ccc3c(c2)OCO3)cs1
 : -3%	14	3	1	6%	9	0%	2%	-5%	-12%
O=C(CCC1CCCC1)NCCS(=O)(=O)N1CCN(c2ccccc2)CC1
 : 1%	-1	14	/	-1%	1	/	6%	/	4%
COCCNC(=O)C(=O)Nc1ccc(Br)cc1
 : -8%	6	4	-1	2%[46.1 µM]	-31	1%	?	-3%	0%
COc1ccc(N2CCN(C(=O)c3cc4c(C)nc5ccccc5c4o3)CC2)cc1
 : -10%	8	6	1	0%	-4	5%	?	7%	2%
COCCNC(=O)c1ccc(CS(=O)(=O)c2cccc(C(F)(F)F)c2)o1
 : -2%	-2	-7	0	1%	0	26%	1%	-3%	7%
COCc1nnc(NC(=O)C2CC(=O)N(C3CCCCC3)C2)s1 (stereo not given)
 : 3%	-17	-8	3	-9%	-3	5%	-5%	0%	-2%
C=CCN1C(=O)/C(=C/c2ccc(OCC(=O)O)cc2)S/C1=N/c1nccs1
 : -8%	12	-6	15	3%[46.1 µM]	45	1%	4%	-1%	5%
CC(C)CN(CC(C)C)C(=O)CS(=O)(=O)Cc1ccccc1
 : 11%	6	-15	-2	-1%	11	5%	?	0%	-8%
NC(=O)C1CC(=O)N(c2ccc(OCc3ccccc3Cl)cc2)C1 (stereo not given)
 : 5%	-21	-6	2	-8%	-3	-5%	-4%	14%	3%
O=C(Nc1cccc(Br)c1)c1cc(=O)c2ccccc2o1
 : 0%	-11	/	-1	-43%	10	5%	?	-4%	0%
O=C(OCC(=O)N1CCc2ccccc21)C1CCCN1S(=O)(=O)c1ccc(Cl)cc1 (stereo not given)
 : -9%	-13	4	/	11%	-11	/	1%	/	0%
CCN1CCN(S(=O)(=O)c2ccc(C(=O)Nc3sc4c(c3C(N)=O)CCN(CC)C4)cc2)CC1
 : -7%	2	20	/	7%	-10	41%[activator]	?	-5%	3%
Cc1ccc(NC(=O)CN2C(=O)COc3ccc(S(=O)(=O)N4CCCC4)cc32)c(C)c1
 : -4%	6	-6	0	3%	-1	-6%	5%	0%	-1%
COc1ccc(S(=O)(=O)N2CCC(C(=O)N3CCCC3)CC2)cc1
 : 4%	-9	11	-1	0%	-5	14%	?	2%	1%
O=C(CCNC(=O)c1ccc(Cl)cc1)Nc1c(F)c(F)cc(F)c1F
 : 3%	-4	6	-4	-3%[46.1 µM]	1	3%	-1%	/	12%
Cc1occc1-c1n[nH]c(=S)n1-c1ccccc1
 : 12%	14	12	-4	-7%[46.1 µM]	-5	9%	3%	3%	-2%
NC(=O)c1ccc(Oc2ccc(Cl)cc2)c([N+](=O)[O-])c1
 : -9%	-14	-12	-1	-5%	-1	0%	-1%	/	0%
COC(=O)C(C#N)C(=C1C(=O)CC(C)(C)CC1=O)c1ccc(O)cc1 (stereo not given)
 : -2%	21	4	0	3%	-6	1%	?	2%	-6%
O=C(CSCc1ccccc1)Nc1ccc(F)c(F)c1
 : 0%	3	0	4	1%[46.1 µM]	-5	4%	1%	0%	-2%
CCOC(=O)C(NCc1ccc2c(c1)OCO2)(NC(=O)CC)C(F)(F)F (stereo not given)
 : 8%	8	-3	2	1%	13	-1%	-1%	4%	2%
COc1ccccc1NC(=O)C1=C(C)Nc2ncnn2C1c1ccccc1C (stereo not given)
 : 3%	0	-4	6	-3%	-3	1%	1%	2%	-1%
CN(Cc1cccnc1)C(=O)c1cc(COc2ccc3c(c2)CCCC3)on1
 : 12%	6	3	0	1%	-13	2%	2%	8%	1%
Cc1ccc(SCCN2CCN(C)CCC2=O)cc1
 : -18%	35&13[activator]	/	5&0	-2%	4	-26%	-1%	2%	-7%
COc1ccc(S(=O)(=O)N2CCOCC2)cc1NC(=O)C1COc2ccccc2O1 (stereo not given)
 : -6%	17	3	/	3%	7	/	11%	/	0%
CCC(=O)Nc1cc(-c2nn(C)c(=O)c3ccccc23)ccc1N1CCCCC1
 : 0%	-8	-28	5	0%	4	3%	-1%	1%	-4%
CN(CC(=O)NC1CCCCC1)S(=O)(=O)c1cccc2cccnc12
 : 27%	0	-7	2	3%	8	1%	-5%	3%	-1%
O=C(O)c1cccc(S(=O)(=O)Nc2ccccc2Cl)c1
 : 1%	-11	2	5	-2%	10	-4%	?	-1%	-2%
CCCCNC(=O)Nc1ccc2c(c1)N(C)C(=O)c1ccccc1S2
 : -17%	0	4	-2	-1%	-10	9%	-13%	/	-12%
O=C(O)c1cccc(S(=O)(=O)Nc2cccc3ccccc23)c1
 : -3%	-10	3	9	-8%	-7	25%	10%	-2%	-3%

# Assay outcomes (PubChem)
